TRHR agonist: agonists of human TRH receptor; activation, % at 2 µM; P34981; AID 493084; TRHR cells, calcium flux fluo-8, FDSS agonist mode; 360,000 compounds, 0.18% hits; in the data active means activation above about 30%; further: 0% is about no effect
Target sequence (P34981 whole entry, looked up): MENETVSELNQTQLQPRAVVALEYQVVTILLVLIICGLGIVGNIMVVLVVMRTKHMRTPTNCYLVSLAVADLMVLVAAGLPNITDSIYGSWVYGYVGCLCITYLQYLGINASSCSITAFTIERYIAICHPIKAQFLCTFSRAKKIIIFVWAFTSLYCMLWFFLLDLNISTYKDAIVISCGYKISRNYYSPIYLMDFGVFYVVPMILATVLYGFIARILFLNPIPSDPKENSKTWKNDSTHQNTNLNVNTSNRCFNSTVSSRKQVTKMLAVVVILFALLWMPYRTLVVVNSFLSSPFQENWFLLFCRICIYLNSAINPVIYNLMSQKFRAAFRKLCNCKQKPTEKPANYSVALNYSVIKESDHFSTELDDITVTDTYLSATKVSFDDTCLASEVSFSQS
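Agonist-mode FDSS calcium read (Ex 480/Em 530, 1 s cycles) in 1536-well TRHR cells with fluo-8 dye, after 10-cycle baseline and 23 nL compound addition; TRH at EC20 (10 nM final) added afterwards for the enhancer phase.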
D2 antagonist: D2 dopamine receptor (human) antagonism; P14416; HEK293 TREx D2 cells, calcium flux, dopamine EC80; inhibition, % at 10 µM; 340,000 compounds, 2% hits; in the data active means inhibition above about 30%; further: 0% is about no effect
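Calcium flux kinetic readout in an inducible HEK293 TREx D2 line plated overnight at 30 C. After 180 s compound exposure, an EC80 dopamine challenge follows with another 180 s kinetic read to detect antagonism.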
TrxR1 substrate: substrates of rat thioredoxin reductase 1. purified TrxR1 substrate turnover, NADPH consumption readout. 390,000 compounds, 0.01% hits. O89049. AID 588456. Potency, µM (titrated, usually from 114 µM), inactives show at the highest dose activity change, negative = substrate turnover; further: potency means the concentration at half of the fitted maximal effect; on the % scale 0 is the no-effect control and ±100 the full control effect; nearly all actives have a fitted effect of over 50% in size
Target sequence (O89049 whole entry, looked up): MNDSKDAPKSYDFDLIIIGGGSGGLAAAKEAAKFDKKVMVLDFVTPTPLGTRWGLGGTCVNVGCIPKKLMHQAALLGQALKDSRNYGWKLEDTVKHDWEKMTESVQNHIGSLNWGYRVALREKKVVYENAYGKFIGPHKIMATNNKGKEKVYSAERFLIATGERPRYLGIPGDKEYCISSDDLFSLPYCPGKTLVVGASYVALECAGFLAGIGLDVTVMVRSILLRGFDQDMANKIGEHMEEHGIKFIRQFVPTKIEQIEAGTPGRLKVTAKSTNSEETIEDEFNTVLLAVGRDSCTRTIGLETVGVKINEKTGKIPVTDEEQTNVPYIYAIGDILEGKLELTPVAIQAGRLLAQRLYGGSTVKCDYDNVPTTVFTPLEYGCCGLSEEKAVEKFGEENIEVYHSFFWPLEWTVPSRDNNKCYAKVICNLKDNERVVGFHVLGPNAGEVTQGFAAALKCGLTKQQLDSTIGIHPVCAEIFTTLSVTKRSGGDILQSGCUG
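Rat TrxR1, dispensed at 90 nM, was prereduced with 400 uM NADPH (final) for 5 min at ~22 deg C, then incubated with compound 15 min before 400 uM selenite. A first-read NADPH fluorescence drop versus no-compound background flagged substrates.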
D2 ag: agonists of human D2 dopamine receptor; P14416; HEK293 T-REx D2 cells, calcium flux agonist mode; activation, % at 2 µM; 340,000 compounds, 0.53% hits; AID 485358;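 active means activation over 3 SD above normal in the single-dose calcium agonist read, cut at about 30% in these data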; further: 0% is about no effect
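Calcium-flux readout, 1 cycle/sec over 180 s following compound pin transfer, in inducible HEK293 Trex D2 cells (force-coupled); dopamine controls included. Positive calcium responses during this window marked compounds as potential agonists.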
TrxR1 inh: inhibitors of rat thioredoxin reductase 1; O89049; recombinant rTrxR1, NADPH fluorescence consumption, selenite substrate; Potency, µM (highest dose often 114 µM), inactives show at the highest dose activity change, negative = inhibition, actives largely listed as inhibitors; 390,000 compounds, 1% hits; AID 588453; further: potency means the concentration at half of the fitted maximal effect; on the % scale 0 is the no-effect control and ±100 the full control effect; nearly all actives have a fitted effect of over 65% in size
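Rat TrxR1 (90 nM in the dispensed reagent) was pre-reduced with 400 uM NADPH for 5 min at room temperature, then incubated with compound for 15 min. After 400 uM selenite was added, NADPH fluorescence (Ex 340/Em 450 nm) was followed for 8 min.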
USP1 inh: USP1/UAF1 (human) deubiquitinase inhibition; Potency, µM (highest dose often 57.1 µM), for inactives: at the highest dose activity change, negative = inhibition, hits mostly inhibitors; 390,000 compounds, 0.23% hits; O94782; recombinant USP1/UAF1, Ub-Rhodamine cleavage fluorescence; further: potency means the concentration at half of the fitted maximal effect; on the % scale 0 is the no-effect control and ±100 the full control effect; nearly all actives have a fitted effect of over 60% in size; inactives centre near -12
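In this screen, compounds sit with the deubiquitinase complex (1nM) for 15 min at room temperature before Ub-Rho is added at 150nM final. Fluorescence rise is then followed for 6 reads every 60 seconds.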
TRHR enhancer: allosteric enhancers of human TRH receptor. TRHR cells, fluo-8 calcium fluorescence, EC20 TRH enhancement. AID 493056. 360,000 compounds, 0.66% hits. P34981. enhancement, % at 2 µM; in the data active means enhancement above about 30%; further: 0% is about no effect
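Enhancer read-out: after compound pinning and an initial kinetic agonist-mode read, an EC20 of TRH (10 nM final) was injected and fluo-8 calcium signal (Ex 480/Em 530) followed at 1 s/cycle for 100 cycles in TRHR-expressing cells.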
mIDH1 inhibitor: human IDH1 R132H inhibition | IDH1-R132H enzyme, NADPH consumption, diaphorase/resazurin fluorescence | Potency, µM (top dose mostly 76.6 µM), for inactives: at the top dose activity change, negative = inhibition, most hits filed as inhibitors | 390,000 compounds, 0.093% hits; further: potency means the concentration at half of the fitted maximal effect; on the % scale 0 is the no-effect control and ±100 the full control effect; nearly all actives have a fitted effect of over 65% in size
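IDH1-R132H (0.5 ug/mL dispensed) in pH 7.5 Tris buffer was preincubated 30 min with compound, then given a substrate mix of 0.016 mM NADPH and 2 mM alpha-KG for 80 min at room temperature; remaining NADPH was read by diaphorase/resazurin fluorescence.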
Pin1 inh: blocks the human prolyl isomerase Pin1; Q13526; Pin1 FP peptide displacement, HiFluor488, 10 min; Potency, µM (titrated, usually from 115 µM), inactives show at the highest dose activity, negative = inhibition, actives largely listed as inhibitors; 390,000 compounds, 0.009% hits; AID 504891; active means well fitted inhibition curve with a large enough effect in the polarisation, with a control signal flat, not every such curve was filed as active; inconclusive means small, poorly fitted or top-dose-only effect, or effect the other way, or a change in a side signal; inactive means no such curve, though single readings can be large or run the other way; the % refers to the polarisation; further: potency means the concentration at half of the fitted maximal effect; on the % scale 0 is the no-effect control and ±100 the full control effect
* marks the source's active call; other numbers are inactive results; ? = inconclusive; · = not tested or not shown; [ ] = remark or other dose. Unless noted, the call rests on the fitted dose curve; in most records, active means well fitted inhibition curve with a large enough effect; inconclusive means small, poorly fitted or top-dose-only effect; inactive means no such curve, though single readings can be large or run the other way. This is a subset; rates above refer to the full screens.

1: Cc1nnc2ccc(-c3cccc(NC(=O)c4ccc(Br)o4)c3)nn12
2: Cc1nn(-c2ccc(Cl)cc2)c(Cl)c1/C=C(\C#N)C(N)=O
3: Nc1ccc(Oc2c(Cl)cccc2Cl)nc1
4: OCCC1CN(Cc2cccc(O)c2)CCN1CCc1ccccc1 (stereo not given)
5: Cc1ccc2[nH]c(=O)c(CN(CCc3ccccc3)C(=O)N3CCOCC3)cc2c1
6: C=CCn1c(SCC(=O)N(CCO)CCO)nc2sc3c(c2c1=O)CCC3
7: Cc1cc(C)n2nc(C(=O)NC3CCCc4ccccc43)nc2n1 (stereo not given)
8: Cc1cc(OCc2cc(C(=O)N(C)Cc3ccccn3)no2)cc(C)c1Cl
9: N#Cc1c(NC(=S)NC(=O)c2ccccc2)sc2c1CCN(CCc1ccccc1)C2
10: CCCc1ccc(C(C)NC(=S)NC2CCCCC2)cc1 (stereo not given)
screen / no.	1	2	3	4	5	6	7	8	9	10
D2 ag	-0.7	-0.2	1.6	14.9	0.0	0.4	0.9	-0.7	44.2*	5.1
TRHR enhancer	-2.0	3.7	-3.7	2.4	1.3	-1.5	0.7	12.1	4.4	-4.8
TrxR1 substrate	9.1%	-11.3%	3.8%	-2.4%	-3.1%	0.9%	13.0%[57.1 µM]	-0.1%	·	1.3%
TrxR1 inh	11.2%	?	4.4%	12.1%	-14.5%	1.2%	29.1%[57.1 µM]	-3.4%	·	14.7%
TRHR agonist	-1.6	-0.6	0.9	0.7	0.3	0.2	0.9	-0.7	10.8	3.1
D2 antagonist	2.7	-9.3	-4.5	54.8*	-9.2	7.0	-14.4	4.8	0.1	-2.1
Pin1 inh	1.5%	5.6%	-1.6%	3.1%	3.6%	3.6%	-2.9%	0.4%	·	3.8%
mIDH1 inhibitor	0.0%	3.9%	7.0%	4.7%	17.7%	6.1%	17.1%	8.8%	·	-3.0%
USP1 inh	-6.3%	-7.3%	-23.8%	0.4%	-5.8%	-6.2%	-17.6%	-12.4%	·	-18.2%

11: COc1ccc(-c2nnc(C3CCN(S(=O)(=O)c4ccccc4)CC3)o2)cc1
12: O=C(NCCCN1CCOCC1)C(=O)N/N=C/c1ccc(F)cc1
13: COc1cc2c(cc1OC)-c1cc(Nc3ccccc3)nc(=O)n1CC2
14: CC(C)C(=O)NC(CC(=O)O)c1ccccc1 (stereo not given)
15: Cc1onc(-c2ccccc2Cl)c1C(=O)N1CCC(C)CC1
16: CC(=O)NCC(=O)OCC(=O)c1ccc(C)cc1
17: Cc1ccc(CN2CCN(Cc3ccc(C)s3)CC2CCO)cc1 (stereo not given)
18: CCOC(=O)Cn1c(=O)c2c(nc(N3CCCCC3)n2Cc2ccccc2)n(C)c1=O
19: CCOCCCNC(=O)CN1C(=O)CSc2ccccc21
20: COc1ccc(CC(=O)Oc2ccc(C)cc2Br)cc1S(=O)(=O)N1CCOCC1
screen / no.	11	12	13	14	15	16	17	18	19	20
D2 ag	-0.4	·	1.8	-1.0	1.7	-1.1	0.8	·	-0.1	0.7
TRHR enhancer	-1.5	12.8	-0.8	1.7	0.7	-3.8	5.5	-1.6	-1.2	-6.8
TrxR1 substrate	1.6%[57.1 µM]	-2.2%	-15.0%[57.1 µM]	1.8%	4.6%	-10.6%	-6.1%[57.1 µM]	-0.7%[57.1 µM]	0.3%	-9.9%[57.1 µM]
TrxR1 inh	16.7%[57.1 µM]	0.1%	16.8%[57.1 µM]	13.5%	19.8%	-4.9%	-3.1%[57.1 µM]	11.7%[57.1 µM]	18.6%	3.3%[57.1 µM]
TRHR agonist	-0.3	-1.5	-0.3	-0.8	-0.3	-0.8	0.8	0.5	-0.2	1.9
D2 antagonist	-11.6	·	0.0	-15.2	-1.4	-1.6	69.3*	·	5.7	13.7
Pin1 inh	1.4%	7.5%	-0.9%	-2.9%	1.0%	-0.7%	9.1%	-0.4%	-4.3%	1.8%
mIDH1 inhibitor	3.1%	10.6%	3.6%	-3.0%	3.4%	-0.2%	0.0%	-3.9%	8.5%	-1.2%
USP1 inh	-19.7%	-3.2%	-21.9%	-17.8%	-11.5%	-6.3%	-6.5%	-5.1%	-5.6%	-26.9%

Quoted from above: nos. 14–18
14: CC(C)C(=O)NC(CC(=O)O)c1ccccc1 (stereo not given)
15: Cc1onc(-c2ccccc2Cl)c1C(=O)N1CCC(C)CC1
16: CC(=O)NCC(=O)OCC(=O)c1ccc(C)cc1
17: Cc1ccc(CN2CCN(Cc3ccc(C)s3)CC2CCO)cc1 (stereo not given)
18: CCOC(=O)Cn1c(=O)c2c(nc(N3CCCCC3)n2Cc2ccccc2)n(C)c1=O
screen / no.	14	15	16	17	18
D2 ag	-1.0	1.7	-1.1	0.8	·
TRHR enhancer	1.7	0.7	-3.8	5.5	-1.6
TrxR1 substrate	1.8%	4.6%	-10.6%	-6.1%[57.1 µM]	-0.7%[57.1 µM]
TrxR1 inh	13.5%	19.8%	-4.9%	-3.1%[57.1 µM]	11.7%[57.1 µM]
TRHR agonist	-0.8	-0.3	-0.8	0.8	0.5
D2 antagonist	-15.2	-1.4	-1.6	69.3*	·
Pin1 inh	-2.9%	1.0%	-0.7%	9.1%	-0.4%
mIDH1 inhibitor	-3.0%	3.4%	-0.2%	0.0%	-3.9%
USP1 inh	-17.8%	-11.5%	-6.3%	-6.5%	-5.1%

Continued:
21: COc1ccc(C(=O)c2cn(Cc3ccc(F)cc3)c3c(F)cc(F)cc3c2=O)cc1
22: COc1ccc(NC(=O)CN(C)CC(=O)NC2CCC(C)CC2)cc1 (stereo not given)
23: COC(=O)C1CC(O)CN1C(=O)NC1CCCCC1 (stereo not given)
24: Cc1ccccc1C(=O)Nc1nc2n(n1)C(c1ccccc1)CC(=O)N2 (stereo not given)
25: CCOc1ccccc1NC(=O)c1c(NCc2ccc(C)o2)sc2c1CCC(C)C2 (stereo not given)
26: O=C(c1ccc(Cl)cc1[N+](=O)[O-])N(Cc1ccccc1)Cc1ccccc1
27: CN(c1ccc(O)cc1)c1nc(-c2ccccc2)cs1
28: O=C(O)c1ccc(S(=O)(=O)NCC2CCCCC2)cc1
29: Cc1cc(C)nc(SCc2nnc(SCc3ccccc3Cl)o2)n1
30: C=CCSc1nc2c(C(=O)OCC)nnn2c2ccccc12
screen / no.	21	22	23	24	25	26	27	28	29	30
D2 ag	-1.3	-0.4	1.3	-0.4	-0.5	0.5	-1.0	2.6	-0.5	1.7
TRHR enhancer	1.5	-1.3	5.7	-1.5	1.0	-3.9	19.9	-4.4	-3.3	-14.4
TrxR1 substrate	1.6%	-2.2%	7.5%	-2.0%	7.5%[57.1 µM]	·	-6.5%	0.9%	2.7%	6.1%
TrxR1 inh	24.8%	0.4%	36.5%[activator]	-5.2%	13.4%[57.1 µM]	·	8.0%	25.2%	4.8%	17.4%
TRHR agonist	-0.5	-0.6	-0.1	0.3	0.1	2.2	-2.2	0.6	0.6	0.0
D2 antagonist	·	4.8	-0.6	0.9	·	2.7	-14.8	28.2	-14.5	4.3
Pin1 inh	?	-1.2%	-10.6%	-0.1%	-2.2%	·	1.2%	-7.3%	-1.1%	0.8%
mIDH1 inhibitor	0.0%	2.1%	-4.2%	1.7%	3.8%	·	6.2%	-5.7%	8.9%	-5.5%
USP1 inh	-21.6%	-8.5%	0.0%	-4.4%	-11.6%	·	-23.1%	-12.3%	-9.9%	-22.4%

31: CC1(C)CC(=O)C(C(=O)/C=C/NCCc2ccccc2)C(=O)C1
32: COc1ccccc1[C@@H]1C(c2ccc(F)cc2)=NN(c2ccccc2)[C@H]1C(=O)N1CCOC1=O
33: COc1ccc2nc(Nc3ccccc3OC)sc2c1
34: CCOC(=O)N1CCN(C(=O)COc2ccc(S(=O)(=O)NCC(C)C)cc2C)CC1
35: COCCOC(=O)C(C#N)c1nc2ccccc2nc1N1CCCC1 (stereo not given)
36: Cc1nc2ccccc2c(=O)n1NS(C)(=O)=O
screen / no.	31	32	33	34	35	36
D2 ag	0.3	-0.1	3.9	-1.0	0.5	-0.1
TRHR enhancer	-2.8	-0.6	-5.5	-7.3	6.9	7.8
TrxR1 substrate	-4.0%[57.1 µM]	53.1%[activator]	-12.9%[57.1 µM]	5.1%	3.9%[57.1 µM]	10.2%[57.1 µM]
TrxR1 inh	9.2%[57.1 µM]	35.9%	6.7%[57.1 µM]	14.1%	-8.6%[57.1 µM]	16.4%[57.1 µM]
TRHR agonist	-0.4	0.8	0.2	-0.6	0.7	-0.6
D2 antagonist	-4.4	8.7	6.1	0.2	-8.4	4.8
Pin1 inh	-8.6%	9.0%	6.7%	0.7%	17.0%	0.3%
mIDH1 inhibitor	6.6%	-5.3%	-3.1%	1.6%	1.8%	-4.6%
USP1 inh	-4.8%	-27.0%	-10.8%	-6.4%	-10.7%	-17.1%

Screening data as filed in PubChem.
